MEKK2mut PB1 HTS = signal of MEK5 binding to mutant human MEKK2 PB1 domain; bead flow cytometry, Alexa488-MEK5 binding to MEKK2 mutant; percent response, % at 10 µM; 0.35% of 290,000 active; in the data active means percent response above about 24%, passing the limit was not always enough; further: inactives centre near 1; some results filed as inactive read as strong as hits; reference of the scale not given here
UBC9 SUMO inh = blocks human SUMOylation mediated by UBC9 | P63279 | HTRF SUMOylation assay, SAE1/SAE2 + UBC9, in vitro | inhibition, % at 35 µM | 0.36% of 290,000 active | AID 2006; in the data active means inhibition above about 50%, passing the limit was not always enough; further: strong numbers were not always called active
Target sequence (P63279 whole entry, looked up): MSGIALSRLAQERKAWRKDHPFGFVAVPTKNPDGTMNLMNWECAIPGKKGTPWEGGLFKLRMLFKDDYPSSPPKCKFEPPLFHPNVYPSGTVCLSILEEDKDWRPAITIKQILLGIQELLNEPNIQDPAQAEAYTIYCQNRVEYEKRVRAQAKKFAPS
IDE inh = inhibits human insulin-degrading enzyme in HEK cells | P14735 | FAbetaB cleavage, fluorescence polarization | inhibition, % at 5.59 µM | 0.41% of 320,000 active;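 active means percent inhibition above the average of all tested compounds plus 3 SD, set per screening campaign, cut at about 16% in these data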;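 further: IDE supplied by intact live HEK cells; FP after avidin binding of uncleaved biotin substrate so inhibition keeps polarization high; 0% = DMSO wells and 100% = 60 µM reference IDE inhibitor Ii1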
p-CIP stab down = compounds decreasing mouse p/CIP protein stability | AID 1984 | Q05BA5 | decrease of EGFP signal, % at 10 µM | F442A p/CIP-EGFP cells, EGFP fluorescence, 16 h | 0.01% of 290,000 active;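 active means EGFP signal decrease of at least 30% at 10 µM or well 3 SD below plate mean, unless failing retest; inactive means the rest, including hits failing retest or dose response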; further: some compounds called inactive have numbers as strong as hits; many of its hits are not listed in these tables
M18AAP inhibitor = blocks P. falciparum M18 aspartyl aminopeptidase; 1.2% of 290,000 active; recombinant PfM18AAP, H-Glu-NHMec fluorogenic cleavage; inhibition, % at 7.35 µM; AID 1822;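 active means inhibition above the campaign mean inhibition over all tested compounds plus 3 SD, cut at about 28% in these data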;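 further: 0% = plate median of test compound wells and 100% = 2 mM ZnCl2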
MEKK2wt PB1 HTS = raises or lowers MEK5 binding to wildtype human MEKK2 PB1 domain. Q9Y2U5. bead flow cytometry, Alexa488-MEK5 binding to MEKK2 WT; actives lie on both sides. binding response (% of control), % at 10 µM. 1.1% of 290,000 active. AID 1531; in the data active means binding response below about 67% or above about 130%
IDE act = activators of human insulin-degrading enzyme in cells. P14735. HEK cells, FAbeta-B cleavage, fluorescence polarization; 0% vehicle, 100% cell-free pure enzyme wells. activation, % at 5.96 µM. 0.073% of 340,000 active. AID 493087;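 active means activation above the mean of all tested compounds plus 3 SD, set per screening campaign, cut at about 17% in these data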
NALP1 inh = blocks the NALP1 inflammasome reconstituted in yeast; S. cerevisiae NALP1/ASC/caspase-1 growth, X-gal OD620, 72 h; inhibition, % at 10 µM; 0.61% of 280,000 active; AID 2071; in the data active means inhibition mostly above about 24%, no sharp cut-off; inactive means mostly below about 32%; further: some compounds called inactive have numbers as strong as hits
MEKK3 PB1 HTS = modulators (inhibitors or enhancers) of MEK5 binding to human MEKK3 PB1 domain | 1.4% of 290,000 active | bead-based flow cytometry, Alexa488-MEK5 binding to MEKK3; actives lie on both sides; 0 = blocked by unlabeled MEK5, 100 = vehicle | binding response (% of control), % at 10 µM | AID 1529;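 active means binding response more than 3 SD above or below the average of its plate-row segment, actives on both sides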;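 further: Alexa488 bead fluorescence after subtracting the streptavidin-only scavenger bead signal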
Target sequence (Q99759 whole entry, looked up, the tested form may be a part): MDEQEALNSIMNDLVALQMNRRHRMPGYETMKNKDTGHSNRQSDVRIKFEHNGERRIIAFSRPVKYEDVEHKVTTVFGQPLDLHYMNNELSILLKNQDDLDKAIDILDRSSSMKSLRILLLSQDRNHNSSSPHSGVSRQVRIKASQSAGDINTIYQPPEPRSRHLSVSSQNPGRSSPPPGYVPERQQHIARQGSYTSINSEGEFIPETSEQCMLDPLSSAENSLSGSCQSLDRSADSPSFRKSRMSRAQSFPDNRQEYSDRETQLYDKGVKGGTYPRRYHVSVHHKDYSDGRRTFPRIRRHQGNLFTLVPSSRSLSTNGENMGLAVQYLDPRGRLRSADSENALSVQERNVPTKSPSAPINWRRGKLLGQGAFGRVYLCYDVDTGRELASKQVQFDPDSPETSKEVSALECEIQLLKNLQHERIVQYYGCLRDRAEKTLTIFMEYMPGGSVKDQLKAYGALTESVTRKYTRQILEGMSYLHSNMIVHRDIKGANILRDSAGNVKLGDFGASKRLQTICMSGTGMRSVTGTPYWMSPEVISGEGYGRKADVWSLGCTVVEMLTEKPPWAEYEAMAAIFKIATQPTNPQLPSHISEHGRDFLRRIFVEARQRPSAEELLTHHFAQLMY
* hit, by the source's call; · = no result given. The list is partial. The share of hits here may be higher or lower than overall.

SMILES	MEKK2mut PB1 HTS	UBC9 SUMO inh	IDE inh	p-CIP stab down	M18AAP inhibitor	MEKK2wt PB1 HTS	IDE act	NALP1 inh	MEKK3 PB1 HTS
CC(C)(C)c1ccccc1OCC(=O)Nc1ccccc1C(=O)NCc1cccnc1	0.0	-5.2	-0.9	-15.4	14.0	97.0	2.6	-5.0	97.0
CCc1ccccc1NC(=O)c1cc(-c2ccc3c(c2)OCO3)on1	-1.0	16.0	-5.3	-17.2	-14.7	105.0	1.1	29.6	103.0
CCCCSc1nnc2nc(C)cc(C)n12	-4.0	10.7	4.1	2.3	-4.7	97.0	5.2	8.3	94.0
O=C(NCC(c1cccnc1)N1CCN(c2ccc(F)cc2)CC1)OCc1ccccc1 (stereo not given)	2.0	8.9	3.8	-33.2	-8.0	98.0	-1.4	-7.3	96.0
CCOC(=O)C(=CNc1ccc2c(c1)nnn2-c1ccc(Cl)cc1)C(=O)OCC	3.0	-1.4	0.1	0.9	-3.1	100.0	-1.2	25.0	103.0
O=C(N/N=C/CCc1ccccc1)c1ccccc1	1.0	24.2	1.1	-6.3	-0.4	100.0	4.7	8.2	99.0
CCN1C(=O)CC(NCc2ccc(S(N)(=O)=O)cc2)C1=O (stereo not given)	0.0	14.7	-2.6	6.1	-0.5	97.0	1.7	-4.4	97.0
CC(C)(C)CC(=O)NC(=S)NCCc1ccccc1	5.0	0.6	-1.3	-7.5	-1.2	100.0	6.4	5.9	101.0
COc1cccc(NC(=O)c2cccc(N3C(=O)C4C5C=CC(C5)C4C3=O)c2)c1 (stereo not given)	-10.0	·	-4.0	-3.6	-3.7	98.0	6.8	25.0	91.0
Cc1cccc(CC(=O)N2CCOCC2)c1	3.0	0.6	0.2	2.0	2.4	99.0	-2.8	-5.2	100.0
Cc1ccc(N2CC(C(=O)NC3=NCCS3)CC2=O)cc1 (stereo not given)	4.0	10.6	1.6	2.6	-4.8	112.0	1.4	13.8	115.0
CNC(=O)c1cc2c(s1)CCCCCC2	-5.0	-1.1	0.9	-0.3	5.6	92.0	-7.0	18.2	91.0
COc1ccc(C(=O)OCC(=O)Nc2nc3c(F)c(F)c(F)cc3s2)cc1OC	-2.0	3.4	7.4	0.0	-13.6	96.0	0.6	5.3	97.0
O=C(Nc1nccs1)c1ccc(Cl)c([N+](=O)[O-])c1	4.0	5.1	3.8	-2.2	-1.1	100.0	-1.0	-1.2	101.0
O=C(NCCN1CCOCC1)c1cn(-c2ccccc2)nc1-c1cccs1	·	14.2	2.6	-0.3	-10.3	·	-3.2	-1.0	·
COc1ccc(C(CNC(=O)c2oc3cc(Br)ccc3c2C)N2CCCCC2)cc1 (stereo not given)	30.0*	-14.5	5.8	2.8	-9.9	141.0*	2.0	16.1	107.0
Cc1ccc2c(c1)N(CC(=O)NCc1cccs1)C(=O)C(C)O2 (stereo not given)	-4.0	-16.7	4.2	-6.0	-0.2	97.0	-0.4	-7.1	100.0
Cc1cccc(-n2nc([N+](=O)[O-])c(=NCc3cccnc3)n2O)c1	2.0	13.6	2.4	-0.9	0.1	100.0	0.0	18.0	102.0
COc1cccc(CN2CCCC(N3CCc4ccccc4C3)C2)c1O (stereo not given)	9.0	7.2	4.1	3.3	4.2	115.0	4.8	-4.4	107.0
Cc1ccc2nc3ccc(N4CCCC4)nn3c(=O)c2c1	4.0	7.3	8.2	-11.3	-2.9	104.0	1.0	15.9	101.0

4 of the entries above in order of the M18AAP inhibitor value, low to high:
SMILES	MEKK2mut PB1 HTS	UBC9 SUMO inh	IDE inh	p-CIP stab down	M18AAP inhibitor	MEKK2wt PB1 HTS	IDE act	NALP1 inh	MEKK3 PB1 HTS
COc1ccc(C(=O)OCC(=O)Nc2nc3c(F)c(F)c(F)cc3s2)cc1OC	-2.0	3.4	7.4	0.0	-13.6	96.0	0.6	5.3	97.0
O=C(NCCN1CCOCC1)c1cn(-c2ccccc2)nc1-c1cccs1	·	14.2	2.6	-0.3	-10.3	·	-3.2	-1.0	·
Cc1cccc(CC(=O)N2CCOCC2)c1	3.0	0.6	0.2	2.0	2.4	99.0	-2.8	-5.2	100.0
COc1cccc(CN2CCCC(N3CCc4ccccc4C3)C2)c1O (stereo not given)	9.0	7.2	4.1	3.3	4.2	115.0	4.8	-4.4	107.0

Following part:
SMILES	MEKK2mut PB1 HTS	UBC9 SUMO inh	IDE inh	p-CIP stab down	M18AAP inhibitor	MEKK2wt PB1 HTS	IDE act	NALP1 inh	MEKK3 PB1 HTS
CN(C(=O)CSc1nnc(-c2ccncc2)n1Cc1ccccc1)C1CCS(=O)(=O)C1 (stereo not given)	-8.0	9.8	-0.3	-24.3	1.2	88.0	7.3	10.6	95.0
Cc1ccc(NC(=O)CN2C(=O)c3ccccc3S2(=O)=O)cc1C	3.0	6.2	-0.6	-6.3	3.4	98.0	2.5	-16.8	101.0
CCC1Sc2ccc(S(=O)(=O)Nc3ccc(OC)cc3)cc2NC1=O (stereo not given)	-1.0	-8.8	-1.8	0.0	-5.3	93.0	2.3	16.3	100.0
CCOC(=O)N1CCC(NC(=O)c2cc(S(=O)(=O)N3CCOCC3)ccc2F)CC1	9.0	15.8	-4.3	-7.8	-9.5	118.0	-0.9	2.2	116.0
Cn1c(-c2cccc([N+](=O)[O-])c2)cnc1NCc1cccc(F)c1	12.0	-5.9	3.3	-1.5	4.8	105.0	-0.5	13.8	105.0
O=C(O)C1CC(=O)N(Cc2ccc(F)cc2)C1 (stereo not given)	8.0	4.7	-3.9	2.9	-4.9	105.0	3.1	12.5	111.0
O=C(C[n+]1ccn(CCCNP2(=O)C=C(c3ccccc3)OC(c3ccccc3)=C2)c1)c1cccs1	-5.0	19.3	5.0	-1.2	-7.5	120.0	1.7	9.8	113.0
COc1ccc(C)cc1NC(=O)CCC(=O)Nc1ccc2nc(N3CCN(C)CC3)cc(C)c2c1	·	13.3	3.3	-1.6	2.7	·	·	3.5	·
CN1CCC(N(C)C(=O)COc2ccccc2-c2ccccc2)CC1	-3.0	-5.7	1.2	10.6	1.4	98.0	0.1	13.8	99.0
Cc1ccc(COc2ccc(S(=O)(=O)N3CCCC3)cc2C(N)=O)cc1	1.0	11.8	3.1	-8.1	6.0	101.0	2.8	-12.0	100.0
Cc1cc(C)cc(N2CCCn3c2nc2c3c(=O)n(CCN3CCOCC3)c(=O)n2C)c1	2.0	-7.1	4.1	-6.5	-15.4	102.0	1.7	-10.2	103.0
Cc1ccccc1C(=O)NC(=S)N(CCO)Cc1ccccc1	3.0	14.1	0.4	2.0	3.4	104.0	6.3	-5.1	102.0
CCC1CCCCN1CCCNC(=O)Cn1c(=O)c2cccn2c2ccccc21 (stereo not given)	2.0	17.1	-5.0	-12.2	-2.2	107.0	2.5	14.1	104.0
CC(=O)c1ccc(NS(=O)(=O)c2ccccc2)cc1	-5.0	13.7	5.9	0.6	-3.1	103.0	4.5	6.1	103.0
O=C(c1ccc(S(=O)(=O)N2CCOCC2)cc1)N1CCN(c2ccccc2)CC1	-6.0	-0.3	4.5	-6.0	-17.4	94.0	4.3	-10.2	98.0
O=C(N/N=C/c1cccs1)[C@H]1C[C@@H]1c1ccccc1	-2.0	5.4	-1.7	-0.7	-7.6	96.0	2.7	25.1	95.0
Cn1ccsc1=NC(=O)c1ccc(S(C)(=O)=O)cc1	0.0	11.4	-9.7	-20.8	0.2	101.0	4.8	6.9	104.0
O=C(NCc1ccccc1)/C(NC(=O)c1ccccc1)=C(/Sc1ccccn1)c1ccccc1	2.0	9.8	-0.5	-0.5	-5.5	97.0	5.3	-8.7	99.0
NC(=S)NNC(=O)c1ccccc1	-4.0	4.4	1.3	-7.5	4.6	100.0	2.0	-6.1	102.0
Cc1cc(C(F)F)nn1CC(=O)NC1C(=O)N2C(C(=O)O)=C(CSc3nnnn3C)CSC12 (stereo not given)	-10.0	-13.9	5.5	-7.4	7.3	85.0	-4.6	14.9	85.0
Cc1cc(Nc2c(C)n(C)n(-c3ccccc3)c2=O)n2c(nc3ccccc32)c1C#N	·	1.0	-0.9	-13.9	5.7	·	3.4	4.0	·
CN1C2CCC1CC(NS(=O)(=O)c1ccc(C#N)cc1)C2 (stereo not given)	-4.0	8.7	-3.0	10.0	-9.0	97.0	1.3	20.2	98.0
O=C(c1ccc2c(c1)OCO2)N1CCN(S(=O)(=O)N2CCCCC2)CC1	2.0	-7.6	8.9	-24.9	-7.5	97.0	3.0	9.1	98.0
Cc1ccc(C)c(NCCC#N)c1	-2.0	-2.2	3.0	0.9	-10.6	99.0	-0.1	14.7	98.0
N#CCC(=O)Nc1ccc(C(=O)OCC(=O)Nc2ccccc2Sc2ccccc2)cc1	8.0	18.3	0.9	-12.2	1.1	111.0	·	9.4	106.0
COc1ccc(/C=C/c2nc(S(=O)(=O)c3ccccc3)c(NCCCN(C)C)o2)cc1OC	6.0	6.7	9.5	-3.3	7.0	117.0	5.3	-7.3	108.0
COC(=O)c1c(/N=C/N(C)C)sc2c1CCN(c1ncc(C(F)(F)F)cc1Cl)C2	3.0	-12.3	-2.9	-14.4	2.1	105.0	0.1	-4.6	103.0
Cc1cccc(C(=O)O)c1NC(=O)c1ccc(F)cc1	0.0	85.1	-4.4	3.8	0.4	106.0	-6.2	6.7	107.0
CC(C)CCn1c(N2CCC(C(N)=O)CC2)nc2c1c(=O)[nH]c(=O)n2C	-4.0	-1.3	13.8	14.1	1.7	95.0	6.2	-4.0	91.0
O=C(NCC(=O)N1CCC(N2CCCCC2)CC1)C1CCCCC1	-1.0	20.7	2.1	1.6	3.1	95.0	7.9	24.4	98.0
CCOC(=O)c1cnc2c(Cl)c(Cl)ccc2c1N1CCN(C)CC1	1.0	26.8	0.9	-2.5	-3.7	106.0	-1.4	24.0	98.0
Cc1cc(NC(=O)CCC(=O)N(CC2CCCO2)C(C(=O)NC2CCCC2)c2ccccc2C)no1 (stereo not given)	3.0	·	1.2	·	1.8	101.0	-1.5	·	99.0
COc1ccc(S(=O)(=O)N2CCOCC2)cc1NC(=O)c1cc2c(s1)CCCC2	-1.0	-17.8	5.2	-0.4	1.3	96.0	3.0	40.7	94.0
CCCN1CCCc2cc(CN(CCCN3CCOCC3)C(=O)Nc3ccc(OCC)cc3)ccc21	12.0	-14.1	-6.2	-4.1	13.6	129.0	-5.8	44.6*	112.0
COC(=O)c1ccccc1NC(=O)CCS(=O)(=O)c1ccc(Br)cc1	-29.0	7.0	·	-6.1	-3.5	89.0	1.4	-3.4	93.0
Cc1ccc(-n2c(N)c(C(=O)N3CCOCC3)sc2=S)cc1	2.0	6.1	-2.9	1.7	13.1	106.0	-3.5	-15.2	104.0
CCOc1ccc(C2C(C(=O)Nc3ccc(F)cc3)=C(C)Nc3nc(CCCO)nn32)cc1 (stereo not given)	5.0	15.8	-1.5	-0.2	-12.6	101.0	1.0	20.6	101.0
CCN1C(=O)c2cccc3c(NC(=O)c4ccc(S(=O)(=O)N(C)C)cc4)ccc1c23	8.0	1.4	-0.5	-2.4	7.1	103.0	2.7	20.8	108.0
Cc1cccc(N=C2NC(=O)S/C2=C\c2ccco2)c1	9.0	36.1	3.6	-0.8	6.4	96.0	0.7	21.6	93.0
COc1ccccc1N1CCN(C(c2cccs2)c2nnnn2C2CCCC2)CC1 (stereo not given)	2.0	-3.2	-3.2	-14.5	4.3	99.0	2.5	2.0	101.0
COCCN1CCN(C(=O)c2cc(COc3ccc(Cl)cc3OC)on2)CC1	8.0	20.9	12.8	-16.9	-3.2	107.0	-3.3	3.4	104.0
